All columns: NCI-60 one-dose screen, growth in % after 48 h at 10 µM unless noted; 100 = growth as untreated, 0 = no growth, -100 = all killed.
HCC-2998: HCC-2998 colon cancer. actives 4.7% (n = 79,000). AID 1794799
OVCAR-3: OVCAR-3 ovarian cancer; actives 7% (n = 79,000); AID 1794787
DU-145: DU-145 prostate cancer; actives 4.2% (n = 81,000); AID 1794760
OVCAR-5: OVCAR-5 ovarian cancer. actives 2.9% (n = 82,000). AID 1794783
PC-3: PC-3 prostate cancer cells; actives 3.9% (n = 80,000)
KM12: KM12 colon cancer cells; AID 1794800; actives 5% (n = 82,000)
SW-620: SW-620 colon cancer | actives 5.2% (n = 82,000) | AID 1794795
OVCAR-4: OVCAR-4 ovarian cancer cells. actives 3.7% (n = 80,000)
OVCAR-8: OVCAR-8 ovarian cancer; actives 4.4% (n = 81,000)
Numbers without * were called inactive; nt = no result given; & = joins results of further samples; [ ] = dose if it differs, or a comment. Rule for the calls: active = growth percent below 10; inactive = the rest.

SMILES | HCC-2998 | OVCAR-3 | DU-145 | OVCAR-5 | PC-3 | KM12 | SW-620 | OVCAR-4 | OVCAR-8
NC(=O)c1cc(Br)ccc1NC(=O)/C=C/c1ccccc1 | 64 | -12* | -5.7* | 50 | nt | 21 | 29 | 36 | 54
CC1CN(C(C)C)C(=S)N(c2ccccc2)C1=O (stereo not drawn) | 101 | 99 | 103 | 91 | 105 | 109 | 108 | 112 | 98
C/C(=C(/c1ccc(Cl)cc1)c1ccc(OCCN2CCCC2)cc1)c1ccccc1 | 85 | 92 | 86 | 65 | 64 | 26 | 51 | 92 | 88
C/C=C\C(=O)OC | 101 | 102 | 112 | 108 | 103 | 100 | 104 | 104 | 109
CCCCn1cnc2c(=S)nc(N)[nH]c21 | nt | 109 | 116 | 129 | 92 | 108 | 105 | 110 | 110
NC(=O)c1cnc(N/N=C/c2ccc(Cl)cc2)nc1N | 95 | 96 | 75 | 107 | 86 | 94 | 100 | 79 | 91
CNc1nc(SCc2ccc(Cl)cc2Cl)ncc1C | 99 | 117 | 113 | 98 | 101 | 109 | 100 | 92 | 104
O=S(=O)(O)C(O)c1cccnc1 (stereo not drawn) | nt | 108 | 106 | 109 | 97 | 103 | 103 | 109 | 101
COc1ccc(-c2cc(=O)c3c(O)cc(O)cc3o2)cc1 | 104&102 | 81&112 | 98&103 | 130&112 | 84&95 | 93&91 | 105&106 | 102&118 | 90&103
CCOC(=O)c1ccc(OCC)cc1 | 105 | 118 | 118 | 103 | 106 | 111 | 103 | 105 | 104

The last 3 compounds of the section above open the next one:
SMILES | HCC-2998 | OVCAR-3 | DU-145 | OVCAR-5 | PC-3 | KM12 | SW-620 | OVCAR-4 | OVCAR-8
O=S(=O)(O)C(O)c1cccnc1 (stereo not drawn) | nt | 108 | 106 | 109 | 97 | 103 | 103 | 109 | 101
COc1ccc(-c2cc(=O)c3c(O)cc(O)cc3o2)cc1 | 104&102 | 81&112 | 98&103 | 130&112 | 84&95 | 93&91 | 105&106 | 102&118 | 90&103
CCOC(=O)c1ccc(OCC)cc1 | 105 | 118 | 118 | 103 | 106 | 111 | 103 | 105 | 104
N#Cc1c2c(c(N)[nH]c1=O)C(=O)NC2(O)c1ccccc1 (stereo not drawn) | 101 | 102 | 105 | 111 | 102 | 102 | 111 | 117 | 106
COc1cc(OC)c(/C=C/C(=O)CC(=O)/C=C/c2c(OC)cc(OC)cc2OC)c(OC)c1 | 90 | 93 | 105 | 108 | 100 | 99 | 112 | 96 | 114
O=[N+]([O-])c1cnc(Sc2ccncn2)c([N+](=O)[O-])c1 | 102 | 55 | 109 | 102 | 96 | 107 | 26 | 98 | 97
CCOC(=O)C1CC(C(=O)OCC)C(C(=O)OCC)CC1C(=O)OCC (stereo not drawn) | 120 | 107 | 107 | 100 | 91 | nt | 109 | 111 | 94
Cc1ccc(NC(=O)CCC(=O)NS(=O)(=O)c2ccccc2)cc1 | 106 | 100 | 102 | 105 | 96 | 105 | 103 | 111 | 108
Cc1cc(C)c2c(N)c(-c3nc4cccc(Cl)c4o3)sc2n1 | 108 | 93 | 107 | 118 | nt | 98 | 102 | 96 | 99
CCN(CC)CCSC(=O)c1ccc([N+](=O)[O-])cc1 | 117 | 108 | 116 | 108 | 100 | 108 | 109 | 107 | 99
COc1cccc(-c2ccc(/C=N/NC(=O)c3[nH]c4ccc(Br)cc4c3-c3ccccc3)s2)c1 | 5.1* | -41* | 2.3* | -5.2* | 24 | -14* | 20 | 32 | 0.0*
CNc1nc2c(s1)C(c1c(C)sc3ccccc13)CC(=O)N2 (stereo not drawn) | 101 | 100 | 106 | 90 | 97 | 97 | 97 | 83 | 101
N#Cc1c(Nc2ccccc2)n[nH]c1N | 125 | 127 | 122 | 99 | 97 | 119 | 105 | 112 | 107
Cc1cc2n(n1)C(C(C)C)C(C(=O)c1cc(F)ccc1O)=CN2 (stereo not drawn) | 101 | 92 | 111 | 99 | 84 | 99 | 108 | 83 | 102
COC(=O)CCSCc1ccccc1 | 99 | 104 | 107 | 93 | 93 | 104 | 107 | 110 | 100
C/C(=C\c1ccccc1)C(=O)c1ccccc1 | 107&116 | 122&111 | 116&108 | 113&92 | 106&98 | 111&108 | 116&107 | 103 | 103&106
N=C(N)SCc1ccccc1 (tested in a mixture with another compound) | 92 | 105 | 107 | 89 | 98 | 101 | 107 | 108 | 102
O=Cc1c(OCc2cnnn2CC(=O)Nc2ccc(Br)cc2)ccc2ccccc12 | 94 | 97 | 97 | 95 | 90 | 89 | 91 | 97 | 96
Cc1ccc(Nc2nnc(SCC#N)s2)cc1 | 107 | 107 | 115 | 79 | 91 | 95 | 93 | nt | 100
CC(=O)c1ccc(N2C(=O)[C@H]3CC=CC[C@H]3C2=O)cc1 | 108 | 105 | 108 | 99 | 99 | 95 | 107 | 106 | 110
CN(C)c1ccc(/C=C2\S/C(=N\N=C(c3ccccc3)c3ccccc3)NC2=O)cc1 | 110 | 99 | 107 | 97 | 90 | 95 | 92 | 91 | 94
Cc1nc(N)[nH]c(=O)c1Br | 94 | 119 | 118 | 109 | 104 | 112 | 111 | 123 | 99
C/C=C/C(=O)N(CC)c1ccccc1 | nt | 103 | 106 | 108 | 96 | 102 | 105 | 101 | 102
CCN(CC)CCN1C(=O)c2c(c3c4ccccc4[nH]c3c3[nH]c4ccccc4c23)C1=O | 53 | 95 | 105 | 89 | 83 | 85 | 47 | 72 | 79
Nc1nc2c(C(=O)Nc3ccc(Br)cc3)c(Nc3ccccc3)nn2cc1-c1nc2ccccc2s1 | 122 | 108 | 107 | 109 | 99 | 109 | 107 | 110 | 105
O=C(Nc1nccs1)c1noc2ccccc12 | 105 | 110 | 107 | 103 | 80 | 94 | 99 | 88 | 95
O=C(Nc1ccccc1C(=O)N/N=C/c1cc2ccccc2cn1)c1ccc(F)cc1 | 88 | 68 | 79 | 95 | 57 | 75 | 64 | 53 | 62
COc1ccc(-n2cnc3c(N)nc(N)nc32)cc1 | 107 | 109 | 124 | 77 | 91 | 104 | 113 | 90 | nt
CCNc1cc(-c2cccc(OC(F)(F)F)c2)nc2ccc(N3CCCC3)cc12 | 6.3* | -18* | 29 | 28 | 15 | 4.2* | 4.4* | 15 | 5.5*
N#Cc1c(-c2ccc(O)cc2)nc(Nc2nc3ccccc3s2)[nH]c1=O | 98 | 107 | 108 | 105 | nt | 103 | 108 | 104 | 104
Cc1cc2c(s1)CCCC1CC(=O)N(CN3CCN(c4ccccc4)CC3)N=C21 (stereo not drawn) | 111 | 132 | 121 | 99 | 108 | 119 | 107 | 100 | 103
O=C(Nc1cccc2c(OC(=O)C(Cl)Cl)c(N=Nc3ccc(S(=O)(=O)Nc4nccs4)cc3)cc(N=Nc3ccc(S(=O)(=O)Nc4nccs4)cc3)c12)C(Cl)Cl | 108&117 | 99&80 | 98&89 | 126&121 | 91&88 | 104&103 | 116&81 | 95&104 | 87&79
Nn1c(CCl)nc2c(cnn2-c2ccccc2)c1=O | 100 | 94 | 107 | 112 | 98 | 95 | 100 | 102 | 103

Record cards, as listed above. Order of screens: HCC-2998	OVCAR-3	DU-145	OVCAR-5	PC-3	KM12	SW-620	OVCAR-4	OVCAR-8
`CC1CN(C(C)C)C(=S)N(c2ccccc2)C1=O` (stereo not drawn) is listed as 101	99	103	91	105	109	108	112	98
`COc1cc(OC)c(/C=C/C(=O)CC(=O)/C=C/c2c(OC)cc(OC)cc2OC)c(OC)c1` is listed as 90	93	105	108	100	99	112	96	114

(list continues)
SMILES | HCC-2998 | OVCAR-3 | DU-145 | OVCAR-5 | PC-3 | KM12 | SW-620 | OVCAR-4 | OVCAR-8
Cn1nc(-c2ccccc2)c(C#N)c1Nc1ccccc1 | 101 | 131 | 113 | 106 | 106 | 115 | 105 | 98 | 100
CCN(CC)CCOC1CCCCC1 | 108 | 100 | 112 | 96 | 96 | 101 | 103 | 98 | 97
S=C(N/N=C/c1ccc2ccc3cccc4ccc1c2c34)NC12CC3CC(CC(C3)C1)C2 | 121 | 119 | 115 | 109 | 94 | 116 | 110 | 101 | 97
OC1OC(COC(c2ccccc2)(c2ccccc2)c2ccccc2)C(O)C(O)C1O (stereo not drawn) | 110 | 104 | 107 | 96 | nt | 107 | 105 | 84 | 94
CCOC(=O)CC1(C(=O)OCC)c2[nH]c3ccccc3c2CCN1Cc1ccccc1 (stereo not drawn) | 93 | 93 | 90 | 86 | 58 | 85 | 94 | 103 | 98
C=CCNC(=S)/N=C/C(C(=O)Nc1ccccc1OC)=C(\C)O | 110 | 114 | 110 | 110 | 95 | 102 | 102 | 106 | 105
Fc1ccc(N(c2nc(Cl)nc(Cl)n2)c2nc(Cl)nc(Cl)n2)cc1 | 100 | 109 | 107 | 114 | 100 | 101 | 109 | 100 | 110
COc1cc(C2C=C(c3cccc(NC(C)=O)c3)Nc3ncnn32)cc(OC)c1OC (stereo not drawn) | 24 | -41* | 2.4* | 35 | 33 | 15 | 28 | 60 | 24
COc1ccc2c(c1)c(-c1nc(N)nnc1-c1cn(C)c3ccc(Br)cc13)cn2C | 104 | 106 | 107 | 98 | 90 | 83 | 90 | 126 | 103
Cc1ccc(/C=C/C(=O)c2ccc(NC(=O)CSc3nnc(-c4c[nH]c5ccccc45)n3-c3ccccc3)cc2)c(C)c1 | 74 | 32 | 41 | 77 | 49 | 67 | 33 | 13 | 1.2*
CCCCOc1ccc(C(=O)CCN2CCCCC2)cc1 | 96&101 | 111&115 | 109&106 | 90&93 | 90&93 | 102&113 | 113&115 | 105&104 | 95&98
COc1ccc(/C=N/Nc2ncnc3c2c(C)nn3-c2ccc(Cl)cc2)cc1 | 102 | 108 | 114 | 104 | 89 | 101 | 101 | 103 | 103
COc1cc(/C=C2\CC/C(=C\c3cc(CN4CCCCC4)c(O)c(OC)c3)C2=O)cc(CN2CCCCC2)c1O | 106 | 110 | 108 | 126 | 98 | 110 | 112 | 112 | 114
CCCC(=O)Nc1ccc(NS(C)(=O)=O)cc1OC | 97 | 114 | 113 | 106 | 109 | 106 | 109 | 97 | 93
Cn1c(SCC(=O)Nc2ccc(-c3nc4ccccc4[nH]3)cc2)nc2ccccc2c1=O | 105 | 114 | 107 | 93 | 82 | 81 | 106 | 97 | 90
COc1ccc(Cc2nnc3sc(-c4ccc(OC)cc4)nn23)cc1 | 107 | 119 | 108 | 96 | 100 | 100 | 100 | 100 | 99
Cc1ccc(Sc2oc(-c3ccc(C)cc3)nc2C(=O)O)cc1 | 116 | 111 | 110 | 97 | 97 | 95 | 105 | 111 | 103
C/C(=N\Nc1ccc(S(N)(=O)=O)cc1)c1cc2cc(Br)ccc2oc1=O | 110 | 101 | 104 | 97 | 91 | 94 | 99 | nt | 99
CCSc1nc(-c2cccs2)n2nc(-c3ccco3)cc2n1 | 105 | 112 | 113 | 97 | 99 | 82 | 102 | 69 | 100
CCN(CC)CC(O)c1ccc2ccccc2c1 (stereo not drawn) | 93 | 116 | 117 | 93 | 93 | 101 | 100 | 104 | 103

Retrieved one by one from the entries so far, 2 records:
SMILES | HCC-2998 | OVCAR-3 | DU-145 | OVCAR-5 | PC-3 | KM12 | SW-620 | OVCAR-4 | OVCAR-8
CCOC(=O)c1ccc(OCC)cc1 | 105 | 118 | 118 | 103 | 106 | 111 | 103 | 105 | 104
Cn1c(SCC(=O)Nc2ccc(-c3nc4ccccc4[nH]3)cc2)nc2ccccc2c1=O | 105 | 114 | 107 | 93 | 82 | 81 | 106 | 97 | 90

Next section
SMILES | HCC-2998 | OVCAR-3 | DU-145 | OVCAR-5 | PC-3 | KM12 | SW-620 | OVCAR-4 | OVCAR-8
O=C1c2ccccc2C(=O)C1c1ccccn1 | 89 | 123 | 107 | 93 | 99 | 98 | 114 | 104 | 108
COc1cc(C2=NN(c3ccc(S(N)(=O)=O)cc3)C(c3cc(OC)c(OC)c(OC)c3)C2)cc(OC)c1OC (stereo not drawn) | 112 | 102 | 104 | 93 | nt | 97 | 98 | 90 | 90
COC(=O)/C=C1\CCC(C(=O)NCc2ccc(Cl)cc2Cl)N1C (stereo not drawn) | 102 | 103 | 106 | 92 | 103 | 101 | 100 | 96 | 106
C=C1C(=O)C2CCN1CC2 | 106 | 85 | 103 | 100 | 101 | 102 | 67 | 101 | 110
O=C1C(=O)c2c(ccc3ccccc23)-c2ccccc21 | nt | -25* | nt | -22* | 5.8* | 18 | -73* | -95* | 2.9*
O=C(N/N=C/C=C/c1ccc([N+](=O)[O-])o1)c1cc2ccccc2cc1O | -100* | -55* | -22* | -1.6* | 4.5* | -67* | -76* | -100* | 0.6*
Cn1cc(-c2ccc3ncc(-c4ccc(CC(=O)Nc5cc(C(C)(C)C)nn5C)cc4)cc3c2)cn1 | 30[30 µM] | 7.4*[30 µM] | 18[30 µM] | 46[30 µM] | 5.3*[30 µM] | -40*[30 µM] | 22[30 µM] | -22*[30 µM] | 3.2*[30 µM]
O=CCc1ccccc1 | 109&97 | 123&121 | 108&120 | 105&102 | 89&91 | 101&117 | 100&104 | 106&103 | 103&106
CC(=[N-])N1CCC[C@@H](Nc2c3ccccc3nc3ccccc23)C1.[Cl][Pt].[NH-]CCC[NH-] | 50 | 4.0* | 5.9* | 39 | 71 | 49 | 20 | 20 | 39
C#CCN[C@@H]1CCc2ccccc21 | 95&105 | 91&100 | 102&108 | 118&98 | 97&98 | 92&104 | 93&103 | 92&107 | 105&94
CNc1nc(N)cc(Nc2ccc(Br)cc2)n1 | 76 | 91 | 95 | 83 | 80 | 94 | 89 | nt | 96
O=S(=O)(Oc1ccc(/C=N/NC(=S)Nc2ccccc2)cc1)C(F)(F)C(F)(F)C(F)(F)C(F)(F)C(F)(F)C(F)(F)C(F)(F)C(F)(F)F | 112 | 104 | 107 | 101 | 109 | 105 | 102 | 109 | 95

Bioassay records: PubChem, NCI
